Compound activity (PubChem)
Pf Dd2 inh: qHTS Primary assay for Inhibitors of Plasmodium falciparum Dd2 growth in vitro | Potency, µM (top dose mostly 28.9 µM), for the others: at the top dose activity, negative = inhibition, usual class: inhibitors | 120,000 tested, 4.3% active | P. falciparum Dd2 growth, SYBR Green, 72 h | AID 1347417, 2020; active means well fitted inhibition curve with a large enough effect; inconclusive means small, poorly fitted or top-dose-only effect; inactive means no such curve, though single readings can be large or run the other way;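 further: plate controls were DMSO vehicle for no effect and reference drug for full effect; nearly all actives have a fitted effect of over 65% in size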
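Infected erythrocytes (Dd2, 0.3% parasitemia, 2.5% hematocrit final) are added to compound in RPMI-1640/Albumax II medium, grown 72 h at 37C in low oxygen, then lysed with saponin/Triton-X containing SYBR Green and read by fluorescence.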
Active calls of the source: *; i = inactive; ? = inconclusive; [ ] = remark or other dose. Potency means the concentration at half of the fitted maximal effect. Not all compounds are listed, so the mix of outcomes need not match the whole.

Structure | Pf Dd2 inh
O=C(C1CC1)N1CCCC2(Cc3ccccc3NC2=O)C1 (configuration not stated) | -7.7%[44.1 µM]
Fc1ccccc1-c1nnc([C@H]2CCN(C3CCOCC3)C2)o1 | i
CCc1cccc(C)c1NC(=O)C(NS(=O)(=O)c1ccc2c(c1)CCC(=O)N2)c1ccccc1 (configuration not stated) | i
Cc1cc(C)c(CN2C(=O)c3ccccc3S(=O)(=O)c3ccc(C(=O)OCC4CCCO4)cc32)c(C)c1 (configuration not stated) | ?
C[S+](=O)([O-])N1CC2(CCCN(CC3CCCCC3)C2)Cc2ccccc21 (configuration not stated) | ?
COc1ccc(NC(=O)Cn2c(-c3ccccc3)nc(C)c(CCO)c2=O)cc1OC | i
COCCCNc1cc(-c2ccsc2)nc2c(C)noc12 | -4.7%[44.1 µM]
CCN1CC(c2ccccc2)CC2(CCN(C(=O)c3cnn(C)c3)CC2)C1 (configuration not stated) | 1.7%
CCS(=O)(=O)N1C[C@@H](COC)[C@H](C(=O)NC)C1 | 29.2%
Cc1cc(C)cc(C(=O)N2CC(C(=O)NCCc3ccncc3)C3(CCOCC3)C2)c1 (configuration not stated) | 7.8%
O=C(Cn1cc(C(=O)c2ccncc2)c(=O)c2cc(F)ccc21)Nc1ccc(Cl)cc1 | ?
Cc1ccc(C2Cn3nnc(-c4noc(-c5ccc6c(c5)OCO6)n4)c3CO2)cc1 (configuration not stated) | 25.9%

(list continues)
Structure | Pf Dd2 inh
COc1ccc(C(=O)N2CCCC(CO)CCNC(=O)CC2)cn1 (configuration not stated) | -10.4%
CC(=O)N1CCC(C2CCN(C(=O)C3CC=CC3)C2)CC1 (configuration not stated) | 10.0%
COc1ccc(CC(=O)NC2CC(=O)N(c3ccc4c(c3)OCCO4)C2)cc1 (configuration not stated) | 18.7%
Cc1ccccc1CNC(=O)[C@@]12CCCC[C@H]1N(C)C(=O)CC2 | -0.8%
c1ccc2ncc(CN3CC[C@H](c4nc5ccccc5[nH]4)C3)cc2c1 | 11.2µM*
Cc1cccc(C(=O)Nc2ccc3nc(SCC(=O)N4CCc5ccccc54)sc3c2)c1 | ?
CCC(=O)NCC1c2cc(OC)c(OC)cc2CCN1C(=O)NC(C)(C)C (configuration not stated) | ?
COc1ccc(NC(=O)CCC2CCN(C(=O)c3ccc(OC)o3)CC2)c(OC)c1 | i
O=C(c1ccncc1)N1CCC(Oc2nccnc2N2CCOCC2)C1 (configuration not stated) | 37.1%[activator]
O=C(NCc1nnc2ccc(-c3ccccc3)nn12)c1cccc(Br)c1 | i
O=C1NC(=NC2CCCC2)C2(CCCN(CC3CCCCC3)C2)N1c1cc(F)cc(F)c1 (configuration not stated) | 4.47µM*
CC1CCN(S(=O)(=O)c2ccc3c(ccn3CC(=O)NCc3ccccc3F)c2)CC1 | i

In a second layout: entries from further up
> COc1ccc(C(=O)N2CCCC(CO)CCNC(=O)CC2)cn1 (configuration not stated)
  Pf Dd2 inh = -10.4%
> COc1ccc(NC(=O)CCC2CCN(C(=O)c3ccc(OC)o3)CC2)c(OC)c1
  Pf Dd2 inh = i
> O=C(NCc1nnc2ccc(-c3ccccc3)nn12)c1cccc(Br)c1
  Pf Dd2 inh = i

The results go on:
Structure | Pf Dd2 inh
COc1ccccc1N(CC(=O)NCCSCc1ccccc1)S(C)(=O)=O | 10.1%
COCCN1C(=O)c2ccccc2C(C(=O)Nc2nnc(CC(C)C)s2)C12CCCC2 (configuration not stated) | ?
COc1ccc(CCNc2oc(COc3ccc(Cl)cc3)nc2C#N)cc1OC | ?
COC1CCC12CCN(C(=O)c1cccnc1)CC2 (configuration not stated) | 14.3%
Cc1ccc(CNC(=O)N(C)CC2CCOCC2)cc1 | -8.0%
O=C(CCCn1c(=O)[nH]c2ccccc2c1=O)N1CCN(c2ccccc2)CC1 | 10µM*
Cc1ccc(-c2cc(N3CCCN(C(=O)Cc4ccccc4Cl)CC3)n[nH]2)cc1C | i
Cc1c(C(=O)N2CCOCC2)oc2c1-c1nn(CC(=O)NCc3cccc(F)c3)cc1CC2 | -39.3%
O=C(NCc1ccc2c(c1)OCO2)c1nc(-c2cccc(C(F)(F)F)c2)c2ccccn12 | i
COCc1nc(C2CCCN(C(=O)c3cnccn3)C2)no1 (configuration not stated) | 18.4%
COCCC(=O)N1CCC(n2c(C)cnc2C2CC2)CC1 | -3.3%
CC(=O)N1CCCc2cc(S(=O)(=O)N3CCC(C(=O)NCc4ccc(F)cc4)CC3)ccc21 | -15.9%

Next part.
Structure | Pf Dd2 inh
Cc1ccsc1C(=O)N1CCC2(CC1)NCc1ccccc1-n1ccnc12 | i[5.79 µM]
Cc1cccc(C(C(=O)NCc2cc(-c3cccc(F)c3)no2)N(C)C)c1 (configuration not stated) | -12.9%
COc1ccc(C(=O)N2CCc3ccc(C(=O)NCc4ccc5c(c4)OCO5)cc32)cc1 | -8.4%
COc1ccc(Nc2cnc3ccc(-c4cccc(CO)c4)nn23)cc1 | i
CCCCN1C(=O)NC(c2ccc(OC)cc2)C2=C1COC2=O (configuration not stated) | -15.4%
Cc1cccc(OCC(=O)N2[C@@H]3CC[C@H]2CC(NC(=O)c2ccncc2)C3)c1 (some centres not stated) | -1.6%
COCCC(=O)N1CCCCCCNC(=O)[C@@H]2C[C@@H](C(=O)N3CCN(c4ccccn4)CC3)C[C@@H]21 | -8.5%
COCC(=O)Nc1ccc([C@@H](O)[C@H]2COCC(=O)N2)cc1 | ?
COc1ccc(CCN2Cc3cc(NC(=O)Cc4ccc(F)cc4)ccc3OC(C)C2=O)cc1 (configuration not stated) | i
CCCOc1ccccc1CCCNC(=O)[C@H]1CCC[C@@H](O)C1 | -12.5%
O=C(O)C[C@@H]1CCN(C(=O)C2CCCCC2)C[C@@H]1CCN(CCN1CCOCC1)c1ccccc1 | -5.8%
CC(C)c1noc([C@@H]2C[C@H]3C(=O)NCCCCCCN(C(=O)c4ccncc4)[C@H]3C2)n1 | -12.1%

Continued:
Structure | Pf Dd2 inh
COc1ccc(NC(=O)C2Cc3ccccc3N2C(=O)c2ccccc2)c(OC)c1 (configuration not stated) | -24.7%
COc1ccc(S(=O)(=O)NCCS(=O)(=O)N2CCN(c3ccccc3)CC2)cc1C | i
CCN1CCN(c2ncnc3c2cnn3-c2cccc(C)c2)CC1 | -8.9%
Fc1ccc(-c2cn3cc(Cc4ccccc4Cl)sc3n2)cc1 | i
O=C(CSc1cn(CC(=O)N2CCCCC2)c2ccccc12)Nc1ccccc1F | 5.5%
COc1cccc(NC(=O)O[C@@H]2CO[C@H]3[C@@H]2OC[C@@H]3Nc2nccc(-c3cccc(F)c3)n2)c1 | i
CC(C)Oc1ccc(CNC(=O)CCC2CCN(S(=O)(=O)c3ccccc3)CC2)cc1 | ?
CN(CC1(C)CCOCC1)C(=O)c1cc(Cl)ccc1F | -5.3%
COc1ccc(Cl)cc1-c1ccc2c(c1)C(=O)N1CC[C@H](NC(=O)NC(C)C)[C@H]1C(=O)N2 | -22.6%
NC(=O)c1cccnc1OC1CCNCC1 | 3.4%
Cn1c(=O)c2c(-c3ccc(Cl)cc3)n(CCc3ccccc3)cc2n(C)c1=O | ?
CCCN(CC1CCOC1)C(=O)Nc1ccc(C)c(Cl)c1 (configuration not stated) | 85.0%[activator][5.79 µM]

The list continues.
Structure | Pf Dd2 inh
C=CCNC(=O)C[C@@H]1CCN(C(=O)C2CC2)C[C@@H]1CC | -18.7%[44.1 µM]
COc1ccccc1CNS(=O)(=O)c1c(C)nc2sc(C)cn2c1=O | 18.3%
C#CCNC(=O)c1nc(C(C)(C)C)c2cnccn12 | ?
COc1ccccc1NC(=O)C(=O)c1cc(C)n(-c2cc(C)cc(C)c2)c1C | 23.8%
Cc1ccc(CNC(=O)c2nc(SCc3ccc(C)cc3)ncc2Cl)cc1 | -9.4%
CCN(CCCNC(=O)CN1N=C(c2ccc(C)cc2)CCC1=O)c1ccccc1 | i
Cc1ccc(N(C)C(=O)C2CCCN(c3ncnc4c3nc3n4CCCCC3)C2)cc1C (configuration not stated) | ?
COc1ccc(-c2noc(-c3cccn3CC(=O)Nc3ccccc3C(C)C)n2)cc1F | 20.7%
CCOCC(=O)Nc1ccc(-c2cn3c(C)csc3n2)cc1 | -15.1%
COc1ccccc1NC(=O)c1cc2cc3ccc(OC)c(Cl)c3nc2s1 | 10.2%
C[C@H]1[C@@H]2[C@H]3OC(=O)[C@@H](C)[C@@H]3CC[C@@]2(C)CC[C@@H]1NC(=O)c1ccccn1 | ?
Cc1cc(=O)n(CC(=O)Nc2ccc3c(c2)OCO3)c(-c2ccc(Cl)cc2)n1 | ?

Structures listed so far with an aryl thioether with sulfur outside any ring, in the order listed:
Structure | Pf Dd2 inh
Cc1cccc(C(=O)Nc2ccc3nc(SCC(=O)N4CCc5ccccc54)sc3c2)c1 | ?
O=C(CSc1cn(CC(=O)N2CCCCC2)c2ccccc12)Nc1ccccc1F | 5.5%
Cc1ccc(CNC(=O)c2nc(SCc3ccc(C)cc3)ncc2Cl)cc1 | -9.4%

Next part:
Structure | Pf Dd2 inh
CN(C)C[C@H]1C[C@H](CO)CN(C(=O)c2ccccc2OCc2ccccc2)C1 | -17.5%
c1cncc(C2=NOC3(CCCN(CC4CCCCC4)C3)C2)c1 (configuration not stated) | ?
O=C(CC1CCCCC1)N1CCn2c(nnc2[C@@H]2C[C@@H](O)CN2Cc2ccccc2)C1 | -14.5%
COCCC1(NC(=O)C2CCOCC2)CCN(C(=O)CCc2ccc(OC)cc2)CC1 | -7.2%
CC(C)CCC(=O)N1C[C@@H](CO)[C@H](c2ccccn2)C1 | 12.4%
Cc1cc2nc3n(c(=O)c2n1CC(=O)Nc1ccc(Br)cc1)CCCCC3 | ?
CCOc1ccc(C(=O)c2cn(CC(=O)Nc3ccc4c(c3)OCCO4)c3ccc(F)cc3c2=O)cc1 | -3.7%
CN1CC(=O)N(C2CCCC2)Cc2c(NCc3cccc(F)c3)ncnc21 | -15.5%
CC(C)(C)CN[C@H]1C[C@@H](Cc2cc(COc3ccccc3)on2)C1(C)C | ?
O=C(O)C[C@@H]1CCN(C(=O)NC2CCCCC2)C[C@@H]1CCN1C[C@@H]2C[C@H](C1)c1cccc(=O)n1C2 | 18.5%
COCCNC(=O)c1ccc2c(c1)OCCN(c1cccc(OC(F)(F)F)c1)C2 | ?
CS(=O)(=O)N1C[C@H]2CCN(C(=O)c3ccc4[nH]ccc4c3)C[C@H]21 | 2.4%

Later entries.
SMILES | Pf Dd2 inh
CCCNC(=O)C1C(c2ccc(NC(=O)c3ccco3)cc2)OC(=O)N1Cc1ccccc1 (configuration not stated) | i
Fc1ccc(-n2ncc3c(NCCCN4CCOCC4)ncnc32)cc1 | i
CN1CCN(Cc2cn3c(=O)n(C)cc(-c4cccc(OC(F)(F)F)c4)c3n2)CC1 | i
O=C(NCCc1c[nH]c2ccccc12)[C@@H]1C[C@H]2C(=O)NCCCCCCN(C(=O)c3ccco3)[C@H]2C1 | 1.12µM*
O=C(c1ccco1)N1CCC(n2cnnc2-c2ccccc2)CC1 | 2.1%
COc1ccc(CC(=O)NC2CCN(c3cc(-c4ccc(Cl)cc4)[nH]n3)C2)cc1OC (configuration not stated) | 7.94µM*
COc1ccc(CCN2C(=O)c3[nH]nc(-c4ccccc4O)c3C2c2ccc(OC)cc2)cc1 (configuration not stated) | 10µM*
COc1cccc(C(=O)N2CC[C@H]3COC(=O)N3c3cc(F)ccc3C2)c1 | -4.5%[44.1 µM]
CC(=O)NC[C@H]1OC[C@@H](NC2CCCCC2)[C@@H]1O | 21.5%[44.1 µM]
Cc1ccc(Nc2ccc3c(n2)CN(C)C(=O)CO3)c(C)c1 | -19.2%[44.1 µM]

(continued)
SMILES | Pf Dd2 inh
COc1ccc(-c2nc(CNS(=O)(=O)c3ccc(F)cc3)cs2)cc1 | i
CC(C)N1C(=O)C(CC(=O)N(C)Cc2cccnc2)=C2CCCCC21 (configuration not stated) | ?
CCCC12CN3CC(C)(CN(C1)C3c1ccc(CC)cc1)C2=O (configuration not stated) | 15.9%
CCn1nc(C2CCOCC2)nc1C1(c2ccccc2)CC1 | 4.8%
O=C(Cc1ccc(F)cc1)N1CCC2(CC1)CN(Cc1ccccc1)CC2CO (configuration not stated) | ?
CC1=NOC2(CCN([S+](=O)([O-])c3c(C)noc3C)C2)C1 (configuration not stated) | 14.5%[44.1 µM]
CC1CN(C(=O)Nc2ccc(C(=O)NCCc3ccccc3)cc2)c2ccccc2S1 (configuration not stated) | ?
CCn1c2ccccc2c2cc(NC(=O)COc3ccc(C)cc3C)ccc21 | 8.4%
CCN(CC)C(=O)[C@@H]1CCC[C@@H](NCc2nccn2C)CN(C)C(=O)C1 | 8.5%[44.1 µM]
CCOc1ccccc1C1NC(=O)N(CC(=O)N(C)c2ccccc2)C2=C1C(=O)OC2 (configuration not stated) | -12.5%

Other compounds.
SMILES | Pf Dd2 inh
CC(C)(C)C(=O)N1CCC2(CCCN(Cc3cccc(F)c3F)C2=O)C1 (configuration not stated) | 2.9%
Cc1cc2cc(-c3c(C)noc3C)nc(NC3CC3)c2o1 | -9.0%[44.1 µM]
COCc1noc([C@@H]2CN(C(=O)CC3CCCC3)C[C@H]2CO)n1 | 21.4%
c1ccc(-c2ccnc3nc(C4CC4)nn23)cc1 | -4.8%
COc1ccc(N2Cc3c(NC4CCCCCC4)ncnc3N(C)CC2=O)cc1 | i
O=C(Nc1nc2ccccc2s1)c1ccc2c(c1)OCCN(CCC(F)(F)F)C2 | ?
CC(C)(C)OC(=O)N1CCC(c2c(C(=O)Nc3ccc4c(c3)OCCO4)cnn2-c2ccc(Cl)cc2)CC1 | 7.08µM*
Cc1cccc(-c2noc(CCC(=O)N3CCC(C)(c4noc(C5CC5)n4)CC3)n2)c1 | 25.7%
CC(=O)c1cccc(NC(=O)CN2C(=O)NC(c3ccc(C)cc3)C3=C2COC3=O)c1 (configuration not stated) | i
